Assay outcomes (PubChem)
ROS inducer: raises reactive oxygen species in U2OS cancer cells; U2OS ROS induction, H2DCF-DA fluorescence; ROS induction (% of piperlongumine), % at 10 µM; hit rate 2% among 46,000; in the data active means ROS induction above about 79%, passing the limit was not always enough;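 further: 0% = DMSO vehicle median and 100% = reference compound median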
* hit, by the source's call.

SMILES	ROS inducer
COC(=O)c1ccccc1NC(=O)CSc1ncnc2sc3c(c12)CCC(C)C3 (stereo unspecified)	-7.8
Cc1ccc(O)c(/C=N/NC(=O)c2ccccc2O)c1	-17.4
C/C1=C/CCC2=CC(OC2=O)C(C)(C)/C=C/C1=O (stereo unspecified)	44.4
C[C@H]1CN([C@@H](C)CO)C(=O)Cc2cc(NC(=O)C3CCCCC3)ccc2O[C@@H]1CN(C)C(=O)NC1CCCCC1	-7.1
Cc1cc(Cl)ccc1OCC(=O)Nc1cc(Cl)ccc1C(=O)O	31.5
[N-]=[N+]=Nc1ccccc1C[C@]1(C(=O)NCCN2CCOCC2)N=C(c2ccc(OCCCO)cc2)O[C@H]1c1ccccc1N=[N+]=[N-]	4.4
Cc1ccc2ccc(C(Nc3ccccn3)c3ccccc3Cl)c(O)c2n1 (stereo unspecified)	27.0
COC(=O)C1=C(C)NC2=C(C(=O)c3ccccc32)C1c1cc(Cl)c(OCc2ccc([N+](=O)[O-])cc2)c(OC)c1 (stereo unspecified)	8.3
C[C@@H]1CN([C@H](C)CO)C(=O)c2cccc(NS(=O)(=O)c3ccc(Cl)cc3)c2O[C@H]1CN(C)S(=O)(=O)c1cccs1	-4.2
O=C1c2ccccc2NC(c2ccccc2)N1NS(=O)(=O)c1ccccc1 (stereo unspecified)	-8.6

Another view of part of the listing above:
[N-]=[N+]=Nc1ccccc1C[C@]1(C(=O)NCCN2CCOCC2)N=C(c2ccc(OCCCO)cc2)O[C@H]1c1ccccc1N=[N+]=[N-]
  ROS inducer: 4.4

COC(=O)C1=C(C)NC2=C(C(=O)c3ccccc32)C1c1cc(Cl)c(OCc2ccc([N+](=O)[O-])cc2)c(OC)c1 (stereo unspecified)
  ROS inducer: 8.3

Cc1ccc(O)c(/C=N/NC(=O)c2ccccc2O)c1
  ROS inducer: -17.4

COC(=O)c1ccccc1NC(=O)CSc1ncnc2sc3c(c12)CCC(C)C3 (stereo unspecified)
  ROS inducer: -7.8

Next section.
SMILES	ROS inducer
C[C@H]1CN([C@@H](C)CO)C(=O)c2cc(NC(=O)CCCN(C)C)ccc2O[C@@H]1CN(C)S(=O)(=O)c1ccccc1	20.8
Cc1noc(C)c1NC(=O)N(C)C[C@@H]1Oc2ccc(NC(=O)C3CC3)cc2CC(=O)N([C@@H](C)CO)C[C@@H]1C	21.8
C=CCC1C(=O)N(S(=O)(=O)c2ccc(Cl)cc2)N=C1CCC (stereo unspecified)	24.5
C[C@@H]1CN([C@@H](C)CO)C(=O)Cc2cc(NC(=O)Nc3ccc(F)cc3)ccc2O[C@@H]1CN(C)Cc1ccc(Oc2ccccc2)cc1	9.6
CCOC(=O)CSc1nc2sccn2c1C=Nc1cc(Cl)cc(Cl)c1	-7.3
Cc1ccc(S(=O)(=O)N(C)C[C@@H]2Oc3c(NC(=O)CCCCCC(=O)Nc4ccccc4N)cccc3C(=O)N([C@H](C)CO)C[C@@H]2C)cc1	23.4
Cc1onc(-c2c(Cl)cccc2Cl)c1C(=O)N(C)c1nnc(C(F)(F)F)s1	-2.0
COc1ccc(NC(=O)COc2ccc(C)cc2)cc1	-4.6
CC1(C)N=C(NS(=O)(=O)c2cc(C(F)(F)F)cc(C(F)(F)F)c2)N(c2ccccc2)O1	-5.7
C[C@@H]1CN([C@H](C)CO)C(=O)c2cc(NC(=O)Nc3ccc4c(c3)OCO4)ccc2O[C@@H]1CN(C)C	25.6
O=C(O)CCC(=O)Nc1ccc(-c2nc3ccc(C(=O)c4ccccc4)cc3[nH]2)cc1	2.3
C[C@@H]1O[C@@H](O[C@H]2[C@H](O[C@H]3[C@H](O[C@H]4CC[C@@]5(C)C(CC[C@]6(C)C5CC=C5[C@@H]7CC(C)(C)C[C@@H](O)[C@]7(C)CC[C@]56C)[C@@]4(C)CO)O[C@H](C(=O)O)[C@@H](O)[C@@H]3O)OC[C@H](O)[C@@H]2O)[C@H](O)[C@H](O)[C@H]1O (stereo partly specified)	-4.0
Cc1noc(C)c1S(=O)(=O)N(C)C[C@H]1Oc2c(NC(=O)c3ccc(-c4nccs4)cc3)cccc2C(=O)N([C@H](C)CO)C[C@H]1C	106.2*
CNC[C@@H]1Oc2c(NC(=O)Nc3ccc(C(F)(F)F)cc3)cccc2C(=O)N([C@H](C)CO)C[C@@H]1C	-10.2
COc1ccc(N(CC(=O)Nc2c(F)cccc2F)S(C)(=O)=O)cc1Cl	-3.9
O=C(CCN1C(=O)c2ccccc2S1(=O)=O)Nc1ccc(F)cc1F	8.2
CC(=O)CCc1ccc(Oc2ccc(C(F)(F)F)cn2)cc1	-8.5
CCN1CCN(C(=O)c2ccccc2N(Cc2ccccc2)S(C)(=O)=O)CC1	-7.3
O=C(O)CCC/C=C\C[C@@H]1[C@@H](/C=C/[C@@H](O)COc2cccc(Cl)c2)[C@H](O)C[C@@H]1O	8.6
CSc1nc2sc3c(c2c2nnc(SCC(=O)Nc4ccccc4)n12)CCC3	57.6

Next section, overlapping the part above by 3 compounds.
SMILES	ROS inducer
CCN1CCN(C(=O)c2ccccc2N(Cc2ccccc2)S(C)(=O)=O)CC1	-7.3
O=C(O)CCC/C=C\C[C@@H]1[C@@H](/C=C/[C@@H](O)COc2cccc(Cl)c2)[C@H](O)C[C@@H]1O	8.6
CSc1nc2sc3c(c2c2nnc(SCC(=O)Nc4ccccc4)n12)CCC3	57.6
C[C@@H]1CN([C@@H](C)CO)C(=O)c2cc(NS(=O)(=O)c3cccs3)ccc2O[C@H]1CN(C)Cc1ccncc1	37.3
O=C(CSc1nnc(-c2ccccc2F)n1-c1ccccc1)Nc1ccc2cn[nH]c2c1	-3.0
N#Cc1cc2[nH]c(=O)c(=O)[nH]c2cc1[N+](=O)[O-]	-2.6
CCOc1ccc(Sc2cc(C(=O)N3CCCC3)c3ccccc3n2)cc1	21.5
Cc1ccc(-n2c(SCC(=O)OC(C)C)nnc2-c2ccncc2)cc1	1.6
C[C@@H]1CN([C@@H](C)CO)C(=O)Cc2cc(NC(=O)Nc3ccc4c(c3)OCO4)ccc2O[C@@H]1CN(C)C(=O)NC1CCCCC1	-3.6
Cc1ccc(S[C@]2(C(=O)NCc3ccccc3)CC(=O)N(C3CCCCC3)[C@@H]2c2ccc(CO)cc2I)cc1	35.5
CC1(C)CC(=O)c2cnc(NC(=O)CSc3nc4ccccc4o3)nc2C1	4.4
O=C(c1cccnc1Cl)N(Cc1ccccc1)Cc1ccccc1	-9.7
OC(COc1ccccc1)CN1CCCCC1 (stereo unspecified)	-15.3
C[C@H](CO)N1C[C@H](C)[C@H](CN(C)S(=O)(=O)c2cccs2)Oc2ccc(NC(=O)Nc3ccccc3)cc2CC1=O	2.4
C[C@@H]1CN([C@H](C)CO)C(=O)Cc2cc(NS(=O)(=O)c3ccccc3)ccc2O[C@H]1CN(C)CC1CCCCC1	-2.3
CC(C)NC(=O)N(C)C[C@@H]1Oc2c(NC(=O)Nc3cccc4ccccc34)cccc2C(=O)N([C@H](C)CO)C[C@H]1C	17.5
C[C@@H]1CN([C@@H](C)CO)C(=O)CCCn2cc(nn2)CO[C@@H]1CN(C)S(=O)(=O)c1cccc(C#N)c1	-5.9
CC(C)(C)OC(=O)NC1(/C=N/NC(=O)c2ccc(C(=O)NO)cc2)CCCC1	-7.7
CN(C)c1nc(N)nc(CSc2ncc(Cl)cc2Cl)n1	-9.3
COc1ccc(Br)cc1/C=N/NC(=O)c1ccccc1O	-4.8
C[C@H]1CN([C@@H](C)CO)C(=O)c2cccc(NC(=O)Nc3ccccc3)c2O[C@H]1CN(C)C(=O)Nc1cccc2ccccc12	-4.0
C[C@@H]1CN([C@H](C)CO)C(=O)c2cc(NS(=O)(=O)c3ccccc3)ccc2O[C@@H]1CN(C)C(=O)Nc1cccc2ccccc12	-5.9
O=S(=O)(c1cc(C(F)(F)F)ccc1Cl)N1CCN(Cc2ccc(OCCO)cc2)CC1	5.0
COc1ccc(C#Cc2cnc3c(c2)C(=O)N([C@H](C)CO)C[C@H](C)[C@H](CN(C)S(=O)(=O)c2ccc(F)cc2)O3)cc1OC	74.1
CCCC(=O)Nc1ncnc2c1ncn2[C@@H]1O[C@@H]2COP(=O)(O)O[C@H]2[C@H]1OC(=O)CCC	-10.6
COC(=O)c1c(NC(=O)CN(c2cc(C)ccc2C)S(C)(=O)=O)sc2c1CCCC2	36.4
C[C@@H]1CN([C@H](C)CO)C(=O)Cc2cc(NC(=O)CCCCCC(=O)Nc3ccccc3N)ccc2O[C@H]1CN(C)C(=O)Nc1cccc2ccccc12	-2.6
C[C@H](CO)N1C[C@H](C)[C@@H](CN(C)C(=O)Nc2cccc3ccccc23)Oc2ccc(NC(=O)Nc3ccc(C(F)(F)F)cc3)cc2C1=O	2.8
CCOc1ccc(-c2nc3ccc(Br)cc3c(C(=O)O)c2C)cc1	11.6
CC(C)NC(=O)N(C)C[C@H]1Oc2ccc(NC(=O)C3CC3)cc2CC(=O)N([C@@H](C)CO)C[C@@H]1C	3.4
COc1ccc(N(C(C)C(=O)Nc2ccc(C(F)(F)F)cc2)S(C)(=O)=O)cc1 (stereo unspecified)	12.5
O=C1O[C@@H](c2ccccc2)[C@@H](c2ccccc2)N2[C@@H](c3ccc(OCCO)cc3)[C@]3(C(=O)Nc4ccc(C#CCCO)cc43)[C@@H](C(=O)NC[C@H](O)c3ccccc3)[C@H]12	32.3
COc1ccc(S(=O)(=O)N(C)C[C@@H]2Oc3ccc(NC(=O)Nc4ccc5c(c4)OCO5)cc3C(=O)N([C@H](C)CO)C[C@@H]2C)cc1	48.3
C[C@@H]1CN([C@@H](C)CO)C(=O)c2cc(NC(=O)CCCN(C)C)ccc2O[C@H]1CN(C)S(=O)(=O)c1ccccc1	-11.5
CCN1C(=O)CSc2ccc(C(=O)NCCc3ccc(OC)c(OC)c3)cc21	1.5
CCOc1ccc2nc(SCC(=O)Nc3ccc4c(c3)OCCO4)[nH]c2c1	13.9
Cc1ccc(S(=O)(=O)Nc2cccc3c2O[C@@H](CN(C)C(=O)Nc2ccc(C(F)(F)F)cc2)[C@H](C)CN([C@@H](C)CO)C3=O)cc1	-5.7
Cc1ccc([N+](=O)[O-])cc1NC(=O)C1CCCN(S(=O)(=O)c2ccc(Cl)cc2)C1 (stereo unspecified)	11.0
COc1ccc(NC(=O)CSc2nncc3ccccc23)c([N+](=O)[O-])c1	-2.6
C[C@H](CO)N1C[C@H](C)[C@H](CN(C)Cc2ccc(C(F)(F)F)cc2)Oc2ccc(NS(=O)(=O)c3ccccc3)cc2C1=O	-0.7
O=C(O)C1CCCCC1C(=O)Nc1ccc(S(=O)(=O)N2CCOCC2)cc1 (stereo unspecified)	-6.2
COc1cc(OC)cc(C(=O)c2ccc(C(=O)NC3(c4ccccc4)CC3)cc2)c1	-0.1
Cc1ccc(C(C)C)c(OCc2ccc(C(=O)Nc3ccccc3C(F)(F)F)o2)c1	-6.2
C[C@@H]1CN([C@H](C)CO)C(=O)c2cccc(NS(=O)(=O)c3ccc(Cl)cc3)c2O[C@@H]1CN(C)C(=O)Nc1ccc(F)cc1	-3.0
CNC[C@@H]1Oc2ccc(NC(=O)Cn3cnnn3)cc2C(=O)N([C@@H](C)CO)C[C@H]1C	-4.2
CC(Oc1ccc(Br)cc1)C(=O)NCc1ccccn1 (stereo unspecified)	3.7
C[C@H](CO)N1C[C@H](C)[C@H](CN(C)Cc2ccc3c(c2)OCO3)OCc2cnnn2CCCC1=O	0.8
Cc1ccc(C(=O)N2CCc3ccccc32)cc1	-11.8
COc1ccc(C2CC(=O)C=C(NCc3ccccc3)C2)cc1 (stereo unspecified)	9.4
Cc1ccc(-c2cc(C(=O)NCc3ccccn3)no2)cc1	-3.3
CC(=O)c1cccc(NS(=O)(=O)c2cccc(S(=O)(=O)c3ccccc3)c2)c1	-0.8
CCCn1c(C(O)c2ccc(C(C)C)cc2)nc2ccccc21 (stereo unspecified)	-3.3
C[C@@H]1CCCCO[C@@H](CN(C)C(=O)Cc2ccccc2)[C@@H](C)CN([C@H](C)CO)C(=O)c2cc(NS(=O)(=O)c3ccccc3)ccc2O1	15.4

The results go on.
SMILES	ROS inducer
Cc1noc(C)c1S(=O)(=O)Nc1ccc2c(c1)C(=O)N([C@H](C)CO)C[C@H](C)[C@@H](CN(C)Cc1ccccc1)O2	3.4
C[C@H](CO)N1C[C@H](C)[C@@H](CN(C)S(=O)(=O)c2cn(C)cn2)Oc2ccc(NC(=O)Nc3cccc4ccccc34)cc2C1=O	7.4
O=C(Cn1c(-c2cscn2)nc2ccccc21)Nc1ccccc1F	11.5
COc1ccc(NC(=O)Nc2ccc3c(c2)C(=O)N([C@H](C)CO)C[C@H](C)[C@@H](CN(C)S(=O)(=O)c2cccs2)OCCCC[C@@H](C)O3)cc1	38.0
Cc1onc(-c2ccccc2)c1-c1ccnn1C(=O)c1ccc(Cl)cc1	-15.7
Cc1cc(NC(=O)CN(c2ccc(Cl)c(C(F)(F)F)c2)S(C)(=O)=O)ccc1Br	9.2
Cc1ccc(-c2nsc(SCC(=O)c3ccc(Cl)cc3)n2)cc1	63.4
Cc1ccc(S(=O)(=O)Nc2cccc3c2O[C@@H](CN(C)Cc2ccc(C(F)(F)F)cc2)[C@@H](C)CN([C@@H](C)CO)C3=O)cc1	2.1
C[C@@H]1CN([C@H](C)CO)C(=O)c2cccc(NC(=O)Nc3ccc(C(F)(F)F)cc3)c2O[C@H]1CN(C)C(=O)Nc1ccc2c(c1)OCO2	18.2
C[C@@H]1O[C@@H](O[C@H]2[C@@H]3C=CO[C@@H](O[C@@H]4O[C@H](CO)[C@@H](O)[C@H](O)[C@H]4O)[C@@H]3[C@@]3(CO)O[C@@H]23)[C@H](O)[C@H](O)[C@H]1OC(=O)/C=C/c1ccccc1	-1.8
COc1ccc(NC(=O)Nc2cccc3c2O[C@@H](CN(C)C(=O)NC2CCCCC2)[C@@H](C)CN([C@@H](C)CO)C3=O)cc1	0.7
O=C(COc1ccc(C(=O)Nc2cccc(C(F)(F)F)c2)cc1)Nc1ccccc1	-2.9

This is a subset (hit frequency here may not be typical).
